# Compound activity: PubChem BioAssay, several laboratories
# LAP4-GFP MLPCN: modulators of TOR pathway LAP4-GFP in S. cerevisiae; 320,000 compounds, 0.34% hits; S. cerevisiae LAP4-GFP multiplex, flow cytometry GFP, 3 h; median GFP as percent of DMSO wells; GFP response vs DMSO, % at 10 µM;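 active means GFP response vs DMSO above a set limit, about the screen mean plus 3 SD, cut at about 150% in these data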
# CR mimetic SO: yeast age-related superoxide inhibition as caloric restriction mimetic | superoxide response (% of plate mean), % at 10 µM | AID 2690 | S. cerevisiae aged cells, superoxide DHE fluorescence; stronger effect = lower value | 330,000 compounds, 0.18% hits;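 active means superoxide response under a set limit, about three screen SD below normal, cut at about 65% in these data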;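 further: yeast aged for seven days with compound at 30 °C before DHE staining; 100% = average MFI of all compound-treated wells on the plate with controls excluded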
# MEP2 TOR yeast: modulators of TOR pathway MEP2-GFP in S. cerevisiae. S. cerevisiae MEP2-GFP strain, flow cytometry GFP, 3 h; 100% = DMSO control level. GFP response vs DMSO, % at 10 µM. 330,000 compounds, 0.51% hits;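 active means GFP response versus DMSO above a set limit, roughly screen mean plus 3 SD, cut at about 180% in these data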;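 further: median GFP fluorescence of the barcode-gated MEP2-GFP cells per well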
# procasp7 counter: activates human procaspase-7, counter-screen for procaspase-3 activators. recombinant procaspase-7, Ac-DEVD-pNA absorbance 405 nm; D23A/D198A/D206A triple mutant, cannot self-cleave; scale: DMSO 0, 5 µM enzyme 100. P55210. 330,000 compounds, 0.093% hits. activation, % at 8.5 µM;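 active means percent activation above the screen-wide mean plus 3 SD, cut at about 25% in these data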
# Target sequence (P55210 whole entry D23A/D198A/D206A): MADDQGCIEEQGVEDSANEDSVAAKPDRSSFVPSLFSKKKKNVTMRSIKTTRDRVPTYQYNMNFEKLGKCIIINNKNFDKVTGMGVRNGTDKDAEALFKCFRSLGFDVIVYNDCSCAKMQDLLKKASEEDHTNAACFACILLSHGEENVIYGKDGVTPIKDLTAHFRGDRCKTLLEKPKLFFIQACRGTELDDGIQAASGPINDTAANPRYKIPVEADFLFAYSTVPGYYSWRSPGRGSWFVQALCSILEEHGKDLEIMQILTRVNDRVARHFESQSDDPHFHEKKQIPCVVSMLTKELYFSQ
#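 System: Procaspase-7 triple mutant (PC-7 D3A); measure: % activation from two-timepoint absorbance difference, scaled to controls; times: 1 h compound preincubation, 2 h substrate cleavage, 25 °C; also added: Ac-DEVD-pNA substrate, 400 µM as added; measured by: Epi-absorbance of released pNA at 405 nm, two timepoints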
# AHR activator: activates the human aryl hydrocarbon receptor | AHR-responsive luciferase reporter cells, luminescence | activation, % at 5 µM | 320,000 compounds, 2.5% hits | P35869 | AID 2796; in the data active means activation above about 47%;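 further: 0% = vehicle wells and 100% = reference agonist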
# GASC-1 inh: human JMJD2C demethylase inhibition | inhibition, % at 2.35 µM | Q9H3R0 | GST-JMJD2C(1-420) H3K9me3 demethylation, DELFIA europium | 330,000 compounds, 0.069% hits;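 active means more than half of a compound's replicate wells show inhibition beyond 50%, single wells judged on their own value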;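 further: signal counts dimethyl H3K9 product captured on neutravidin plate; 0% = median of DMSO wells and 100% = 0.3 times that DMSO median; strong numbers were not always called active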
# Target sequence (Q9H3R0 1-420 limits assumed): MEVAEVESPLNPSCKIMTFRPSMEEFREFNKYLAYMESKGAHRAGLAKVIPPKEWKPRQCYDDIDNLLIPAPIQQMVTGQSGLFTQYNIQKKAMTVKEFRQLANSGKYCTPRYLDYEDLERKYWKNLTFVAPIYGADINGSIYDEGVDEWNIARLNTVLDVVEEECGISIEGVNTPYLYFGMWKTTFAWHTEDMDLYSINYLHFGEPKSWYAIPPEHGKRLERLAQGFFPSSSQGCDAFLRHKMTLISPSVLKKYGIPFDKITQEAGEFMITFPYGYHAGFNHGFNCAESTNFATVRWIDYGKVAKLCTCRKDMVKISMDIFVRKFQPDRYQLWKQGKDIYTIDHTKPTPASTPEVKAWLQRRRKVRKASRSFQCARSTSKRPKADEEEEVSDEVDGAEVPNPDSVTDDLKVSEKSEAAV
# procasp3 activ: procaspase-3 (human) activation | P42574 | recombinant procaspase-3 D3A, Ac-DEVD-pNA absorbance 405 nm | activation, % at 8.5 µM | 330,000 compounds, 0.11% hits;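 active means activation above the mean of all tested compounds plus 3 SD, cut at about 21% in these data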;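 further: 0% = DMSO alone and 100% = DMSO wells spiked with extra 5 µM PC-3 D3A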
# Target sequence (P42574 whole entry D9A/D28A/D175A): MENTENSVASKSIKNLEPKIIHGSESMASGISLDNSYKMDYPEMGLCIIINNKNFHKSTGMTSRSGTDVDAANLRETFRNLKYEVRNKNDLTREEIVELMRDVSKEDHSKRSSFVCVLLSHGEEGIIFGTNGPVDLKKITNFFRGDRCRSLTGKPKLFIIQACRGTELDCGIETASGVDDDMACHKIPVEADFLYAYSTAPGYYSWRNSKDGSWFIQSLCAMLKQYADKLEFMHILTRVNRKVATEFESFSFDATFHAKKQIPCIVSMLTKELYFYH
#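 System: Procaspase-3 D3A mutant. Medium: Zinc-free 300 mM NaCl, 50 mM HEPES, 0.01% Triton X-100. Schedule: 1 h preincubation plus 2 h reaction at 25 °C. Measured by: 405 nm absorbance of p-nitroaniline, reads at 0 and 120 min. Read-out: percent activation relative to control range.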
# RPL19A-GFP yeast: modulators of TOR pathway RPL19A-GFP in S. cerevisiae. S. cerevisiae RPL19A-GFP strain, flow cytometry, 3 h; stronger effect = lower value. percent response vs DMSO, % at 10 µM. 330,000 compounds, 0.3% hits;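 active means percent response vs DMSO below 50%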;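 further: median channel GFP fluorescence of the barcoded RPL19A-GFP strain; ratio of sample median GFP to plate DMSO average so 100% = DMSO; lower means less RPL19A-GFP as with rapamycin TOR inhibition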
# Numbers without * were called inactive; i = inactive; . = no result given.
SMILES,LAP4-GFP MLPCN,CR mimetic SO,MEP2 TOR yeast,procasp7 counter,AHR activator,GASC-1 inh,procasp3 activ,RPL19A-GFP yeast
COC(=O)C/C=C/[C@@H](C)[C@@H](/C=N/O[C@H](C)c1cn([C@@H]2COC[C@H]2O)nn1)NS(=O)(=O)c1ccc(C)cc1,104,101,92,0,5,6,6,97
Cc1cccc(C)c1NC(=O)c1cccc2c1C(=O)N(C1CCCCC1)C2,115,129,120,-1,4,11,-3,117
Cc1cccc2cc(C#N)c(SCCN3CCCCC3)nc12,101,104,103,-4,81*,102*,0,100
O=S(=O)(c1ccccc1)c1nc(-c2ccco2)oc1Nc1ccccc1,90,103,110,3,-4,-19,6,101
CCOC(=O)C(Cc1ccccc1)NC(=O)CCc1c(C)nc2nc(C)nn2c1C (stereo not drawn),95,92,92,7,1,-8,-1,94
CC1CCCCC12NC(=O)N(CC(=O)Nc1sccc1C(N)=O)C2=O (stereo not drawn),94,86,94,6,3,-7,1,95
CC(C)[C@H](NC(=O)[C@@H]1CSC2c3ccccc3C(=O)N21)C(=O)NC1CCCC1 (stereo partly drawn),105,141,101,7,1,-4,-3,102
Cc1ccc(C(=O)O)c(C(=O)Nc2nc(C)cs2)c1,111,104,99,3,0,-6,2,97
CC(=O)N1CCC2(CC1)C/C(=N\NC(=S)Nc1ccc(C)cc1)c1cc(O)ccc1O2,97,136,96,-3,6,-2,1,94
O=C(CSCc1nc2c(nnn2Cc2ccc(F)cc2)c(=O)[nH]1)Nc1cccc(C(F)(F)F)c1,93,102,101,6,0,0,-4,105
O=C(NCc1ccc2c(c1)OCO2)c1cccc(N2CCCC2=O)c1,99,108,104,-1,13,2,0,98
Nc1ccccc1SCc1csc(-c2ccc(Cl)cc2)n1,122,98,101,-1,37,-2,-6,104
Cc1c(C(=O)N2CCC(C)CC2)oc2ccc3c(c12)C(O)CC1(CCCCC1)O3 (stereo not drawn),92,117,96,4,2,-2,5,94
CN(C)S(=O)(=O)NCCNc1ccc(C(F)(F)F)cc1[N+](=O)[O-],91,100,92,-6,5,-6,-2,94
O=C1c2ccccc2S(=O)(=O)c2cc(C(=O)N3CCN(c4ccccc4)CC3)ccc21,128,106,96,-7,1,-3,-8,98
Nc1nc(CN2CCc3ccccc3C2)nc(Nc2ccccc2)n1,94,86,99,7,26,-3,4,98
NC(=O)C1(N2CCCCC2)CCN(c2nc(-c3ccccc3)cs2)CC1,108,100,113,5,1,-7,-11,103
CCCCC(=O)Nc1nc(-c2ccc(S(=O)(=O)N3CCOCC3)cc2)cs1,87,99,97,10,-1,15,1,103
O=C1NN(c2cccc(Br)c2)C(=O)/C1=C\c1ccc(N2CCOCC2)cc1,.,97,87,9,2,-3,0,81
Cc1cccc(NC(=O)C2CCN(S(=O)(=O)c3cccc4nsnc34)CC2)c1,89,103,90,-3,15,8,-2,98
CCOc1ccccc1OCC(=O)Nc1nnc(COC)s1,99,84,108,10,7,3,-64,107
COC(=O)c1c(NC(=O)c2ccc(Br)o2)sc(C)c1C,92,113,105,-10,27,-2,-4,97
COC(C(=O)Nc1ccc(F)cc1F)c1ccccc1 (stereo not drawn),104,95,106,4,1,-3,-2,102
CCC(C)C(NC(=O)OC(C)(C)C)C(=O)NCc1ccco1 (stereo not drawn),95,88,99,-4,0,-6,1,96
COc1ccc(C(=O)NCCSCc2ccccc2C)cc1,107,103,94,2,0,5,-5,97
COC(=O)c1sccc1N/C=C(\C#N)S(=O)(=O)C(C)(C)C,.,97,93,5,0,25,2,95
Cc1occc1C(=O)Nc1cccc2ccccc12,.,85,88,2,25,-2,0,96
O=C(CSc1nnc(-c2ccc(O)cc2)o1)Nc1cccc(O)c1,92,112,107,2,-3,-23,-8,103
COc1ccc(/C=c2\s/c(=C(/C#N)C(=O)NCc3ccco3)n(-c3ccccc3)c2=O)cc1,96,101,105,-3,-3,1,3,106
O=C(N/N=C/c1cc([N+](=O)[O-])ccc1O)c1ccc2c(c1)OCCO2,99,98,104,-1,3,8,5,103
O=C(Nc1cccnc1)c1ccccc1NS(=O)(=O)c1ccc(F)cc1,108,97,106,0,7,-3,4,107
O=C(COC(=O)c1ccc(Cl)nc1)Nc1cccnc1Cl,110,102,104,4,1,-2,11,99
CCOC(=O)/C(C#N)=C/c1c(N2CCN(C)CC2)nc2c(C)cccn2c1=O,102,95,109,.,.,4,.,103
COc1ccc(CN(C)c2ncnc3sccc23)c(OC)c1OC,84,99,97,0,3,9,-2,93
O=C(NC(=S)Nc1ccc(Cl)cn1)c1cc([N+](=O)[O-])ccc1N1CCOCC1,83,99,93,16,-5,6,0,100
O=C(COc1ncnc2ccccc12)c1ccc(Cl)cc1,91,106,85,0,26,-3,-6,89
C/C(=N\n1cnnc1)c1ccc(C#N)cc1,115,96,97,14,-1,10,3,98
O=C(COC(=O)CCc1nc2ccccc2s1)Nc1ccc(Cl)cn1,94,81,96,10,3,-1,0,98
CCOc1ccc2c(C)nc(NC3=NC(C)(C)C=C(C)N3)nc2c1,111,98,109,12,64*,5,6,109
C=CCc1c(C)nc(SC(C)C)[nH]c1=O,99,99,105,8,2,39,1,102
COc1ccc2oc(C(=O)OCC(=O)Nc3ccc(N4CCOCC4)cc3)c(C)c2c1,102,105,97,-1,4,133,-8,93
CC(OC(=O)CCC1CCCCC1)C(=O)Nc1ccc(S(N)(=O)=O)cc1 (stereo not drawn),102,97,94,7,-1,5,1,98
c1ccc2c(N3CCCCC3)ncnc2c1,99,95,99,5,6,-3,8,99
Oc1ccc(/C=N/NC(=S)NC2CC3CCC2C3)cc1 (stereo not drawn),100,133,94,-3,-3,4,-9,96
CC(C)CC(=O)Nc1ccc(-c2nc3ccccc3c(=O)o2)cc1,100,94,111,5,1,2,-3,106

# Among those listed so far, these contain a cyano group:
SMILES,LAP4-GFP MLPCN,CR mimetic SO,MEP2 TOR yeast,procasp7 counter,AHR activator,GASC-1 inh,procasp3 activ,RPL19A-GFP yeast
Cc1cccc2cc(C#N)c(SCCN3CCCCC3)nc12,101,104,103,-4,81*,102*,0,100
COC(=O)c1sccc1N/C=C(\C#N)S(=O)(=O)C(C)(C)C,.,97,93,5,0,25,2,95
COc1ccc(/C=c2\s/c(=C(/C#N)C(=O)NCc3ccco3)n(-c3ccccc3)c2=O)cc1,96,101,105,-3,-3,1,3,106
CCOC(=O)/C(C#N)=C/c1c(N2CCN(C)CC2)nc2c(C)cccn2c1=O,102,95,109,.,.,4,.,103
C/C(=N\n1cnnc1)c1ccc(C#N)cc1,115,96,97,14,-1,10,3,98

# Going on with the list:
SMILES,LAP4-GFP MLPCN,CR mimetic SO,MEP2 TOR yeast,procasp7 counter,AHR activator,GASC-1 inh,procasp3 activ,RPL19A-GFP yeast
CC(=O)N1CCN(c2ccc(NC(=S)NC(=O)COc3ccc(C(C)(C)C)cc3)cc2)CC1,102,119,104,8,2,-5,-8,103
Cc1nc(C)c(CCNC(=O)c2ccccc2Br)s1,99,96,126,1,4,-6,-2,109
COc1ccc(NC(=O)CN(C)C(=O)CSCc2ccc(C)cc2)cc1,107,98,103,1,3,-2,1,101
O=[N+]([O-])c1cccc(-c2nnnn2-c2cccc(F)c2)c1,108,98,102,10,0,2,4,108
O=C(c1ccccc1)c1nn(-c2ccc(Cl)cc2)c(=O)cc1C(F)(F)F,101,100,96,1,17,-22,-3,98
CC(=O)c1ccc(N/N=C2/CCCNC2=O)cc1,.,63*,111,-9,4,-13,-5,106
O=C(O)C1(S(=O)(=O)c2ccc(Cl)cc2)CCC1,88,90,100,9,0,7,-7,104
Cc1c(NC(N)=O)c(=O)n(-c2ccccc2)n1C,83,101,98,10,-2,2,4,101
CC1CCN(S(=O)(=O)c2ccc(C(=O)OC(C)C(=O)NC3CCCCC3C)cc2)CC1 (stereo not drawn),100,114,109,-10,0,5,4,111
Cc1cc(C(=O)N/N=C/c2ccc(-c3ccc([N+](=O)[O-])cc3Cl)o2)n[nH]1,93,108,105,4,27,2,1,104
Cn1c(N)c(C(=O)COC(=O)c2cc(C3CC3)nc3ccccc23)c(=O)n(Cc2ccccc2)c1=O,106,108,89,10,-1,8,6,101
CCc1c(O)nc(SC2CC(=O)N(c3ccc(F)c(Cl)c3)C2=O)[nH]c1=O (stereo not drawn),82,97,103,-9,0,1,-4,107
COc1ccc(-c2cc(C3CC3)nc3sc(C#N)c(N)c23)cc1,117,97,98,-4,-2,-1,8,93
COc1ccc(C/C(O)=C(\C#N)c2nc3ccccc3s2)cc1,94,117,98,-2,13,27,11,98
COc1ccc(N(C(=O)c2cccnc2)S(=O)(=O)c2ccc(Cl)cc2)cc1,102,100,98,0,0,1,9,96
COc1ccc(-n2cnnc2SCC(=O)NC2CCCc3ccccc32)cc1 (stereo not drawn),91,93,92,-4,-1,-12,-9,107
COc1ccc(C(C(=O)NC2CCCC2)N(Cc2ccccc2)C(=O)c2snc(C(N)=O)c2N)cc1OC (stereo not drawn),91,87,105,-5,-1,-12,4,103
COc1cccc(C2c3[nH]c4ccccc4c3C[C@H]3C(=O)N(c4ccccc4C(=O)N4CCC(C(=O)O)CC4)C(=O)N23)c1 (stereo partly drawn),105,90,106,10,9,-2,-5,97
COC/C=C/C1=CC2=CC(=O)C(C)(OC(=O)c3cnc4ccccc4n3)C(=O)C2=CN1Cc1ccco1 (stereo not drawn),90,92,98,-2,-1,-4,4,96
CC1(C)C(=O)Nc2ccccc2N1C(=O)COC(=O)/C=C/c1ccc(OC(F)F)cc1,106,94,101,3,3,3,9,99
CCOC(=O)c1cnc(C(F)(F)F)nc1Oc1ccccc1,103,90,100,1,-3,2,5,103
COc1ccc(/C=N/NC(=O)CCc2ccccc2)cc1O,91,95,101,4,14,-1,-1,101
Fc1ccc2cnc(-c3ccccc3)c(-c3cc(C(F)(F)F)cc(C(F)(F)F)c3)c2c1,107,91,106,-5,3,.,-4,106
Cc1cccc(C(=O)N(NC(=O)Oc2ccccc2)C(C)(C)C)c1,96,118,101,7,1,i,-9,96
Cc1cc(NC(=O)c2ccco2)ccc1-n1cnnn1,109,101,105,5,8,-30,7,102
O=C(CCC(=O)Nc1ccc(Oc2ccccc2)cc1)NCCO,93,102,95,6,2,0,1,93
CCN(C[C@H]1N[C@@](C)(C(=O)OC)[C@H]2C(=O)N(Cc3ccccc3)C(=O)[C@@H]12)C(=O)NC(C)C,96,105,96,3,1,-32,6,96
O=C(CN1C(=O)C2CC=CCC2C1=O)NC1CCCc2ccccc21 (stereo not drawn),98,110,99,2,5,-1,-3,103
CC1CCN(c2ccc3nnc(CCC(=O)N4CCCCC4)n3n2)CC1,99,82,108,6,0,43,6,102
O=C(Nc1ccc(C(=O)N2CCN(c3ccccc3)CC2)cc1)C1=CSCCO1,98,107,99,7,2,-16,4,99
COc1ccc(C#Cc2c(-c3ccc(OC)cc3)oc3ccc(-c4ccc(OC)cc4)cc23)cc1,90,94,102,-7,1,-3,-2,95
O=C(CCCC(=O)NCC1CCCO1)NCC1CCCO1 (stereo not drawn),107,105,111,6,0,8,2,105
COc1ccc(OC)c(CN2CCN(Cc3cc(OC)c(OC)c(OC)c3)CC2)c1,92,103,102,0,9,-2,-2,98
